# Bioassay records deposited in PubChem BioAssay by Broad Institute.
# Mtb UGM inh = inhibitors of M. tuberculosis UDP-galactopyranose mutase; P9WIQ1; purified UGM, fluorescence polarization probe displacement; inhibition, % at 10 µM; actives 0.06% (n = 320,000); in the data active = inhibition above about 10%, passing the limit was not always enough
# Target sequence (P9WIQ1 whole entry, looked up): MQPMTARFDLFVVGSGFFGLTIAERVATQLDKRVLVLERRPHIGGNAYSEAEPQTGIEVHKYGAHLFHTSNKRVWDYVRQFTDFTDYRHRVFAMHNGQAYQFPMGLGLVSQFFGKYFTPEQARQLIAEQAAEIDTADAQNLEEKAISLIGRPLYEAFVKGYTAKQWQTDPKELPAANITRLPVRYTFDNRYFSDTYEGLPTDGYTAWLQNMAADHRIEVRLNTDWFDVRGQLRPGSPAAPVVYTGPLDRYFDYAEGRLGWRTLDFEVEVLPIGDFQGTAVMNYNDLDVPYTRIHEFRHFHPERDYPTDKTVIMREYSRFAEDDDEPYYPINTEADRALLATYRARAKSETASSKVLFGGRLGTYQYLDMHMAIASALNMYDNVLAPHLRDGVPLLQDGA
# An asterisk follows results filed as active. This is a subset; rates above refer to the full screens.
Compound | Mtb UGM inh
CCOC(=O)c1c(COc2ccccc2)oc2ccc(O)cc12 | 0.7
O=C1c2ccccc2S(=O)(=O)c2cc(N3CCN(C(=O)c4ccccc4)CC3)ccc21 | -1.6
CCN1CCCC1CNC(=O)c1cn(CC)c2ccc(S(=O)(=O)N3CCCCCC3)cc2c1=O (centres undefined) | -1.1
Cc1cccc(-c2noc(CCC(=O)NC3CCCC3)n2)c1 | -0.6
Cc1ccnc(NS(=O)(=O)c2ccc(C(C)(C)C)cc2)c1 | -1.8
N#Cc1c(NCCO)nc(NCc2ccccc2)c2c1CCN(Cc1ccccc1)C2 | 4.7
CCN1CCN(Cc2nnnn2C(C)(C)C)CC1 | 2.4
COc1ccc(-c2noc(-c3cc4ccccc4oc3=O)n2)cc1 | -5.1
C#CCOCCOCCOCCNc1nc(N2CCN(C(=O)C([C@@H](C)CC)n3cc(C(N)COC(=O)C(F)(F)F)nn3)CC2)nc(N2CCN(C(=O)[C@H](Cc3cc4ccccc4[nH]3)n3cc(C(N)CO)nn3)CC2)n1 (some centres undefined) | -3.5
COc1cccc(-c2cc(C(F)(F)F)c3c(N)c(C#N)sc3n2)c1 | 4.4
CCOc1ccc(C(C)=O)cc1Cc1c(O)nc(N)[nH]c1=O | -0.3
Cn1c(O)c(/C=N/N2CCOCC2)c(=O)[nH]c1=S | 1.8
C#CCOCCOCCOCCNc1nc(N2CCN(C(=O)[C@H]([C@@H](C)CC)n3cc([C@@H](N)CC(C)C)nn3)CC2)nc(N2CCN(C(=O)[C@H](Cc3cc4ccccc4[nH]3)n3cc([C@@H](N)Cc4ccc(O)cc4)nn3)CC2)n1 | -3.2
O=C(CN1C(=O)/C(=C\c2cccc(Cl)c2)Oc2ccccc21)N1CCN(c2ccccn2)CC1 | 1.9
Cn1c(=O)c(C(=O)COC(=O)c2cc(-c3ccco3)nc3ccccc23)c(N)n(CC2CC2)c1=O | 0.5

# (listing goes on)
Compound | Mtb UGM inh
CCc1ccc(-c2nc(CN3CCC(C(=O)NCc4ccco4)CC3)c(C)o2)cc1 | 0.3
COC(=O)c1ccc(C23CC4(C2)[C@H](CN(Cc2ccc(-c5ccccc5)cc2)[C@@H]4c2ccccc2)C3c2ccc(C(F)(F)F)cc2)cc1 (some centres undefined) | -0.1
COc1cccc(C2C3=C(N=c4s/c(=C\c5ccc(OCC(=O)O)cc5)c(=O)n42)c2ccccc2CC3)c1 (centres undefined) | 2.6
Cc1ccc(C(=O)NC2=NCCS2)cc1 | -3.6
Cc1cc(C)c(NC(=O)CN2CCC(NC(=O)NC3CCCCC3)CC2)c(C)c1 | -3.0
O=C1NC(Cc2ccccc2)c2nc3cc(Cl)ccc3c(=O)n2-c2ccccc21 (centres undefined) | -2.4
COC(=O)c1cc(S(=O)(=O)n2nc(C)cc2C)c(Cl)cc1Cl | -0.5
O=C(Cn1c(O)c(N=NC(=O)c2ccncc2)c2ccccc21)Nc1ccccc1 | 0.5
O=C(Cn1c(=O)oc2cccnc21)Nc1ccccc1Oc1ccc(Cl)cc1Cl | 0.2
CCCCOc1ncnc2c1[nH]c1ccc(OC)cc12 | 1.8
Nc1nonc1C(=O)N/N=C/c1ccc(-c2cccc(C(=O)O)c2)o1 | 5.3
CCc1nc2sc3c(=O)n(N)cnc3c2c2c1COC(C)(C)C2 | -0.3
Cc1ccc(S(=O)(=O)/N=C2/C=C(Sc3ncn[nH]3)C(=O)c3ccccc32)c(C)c1 | 0.4
Cc1nn2c3cc(N4CCOCC4)ccc3nc2c2ccccc12 | -0.1
C#C[C@]1(O)CC[C@H]2[C@@H]3[C@H](C)CC4=C(CCC(=O)C4)[C@H]3CC[C@@]21C | 1.7

# Remaining list, next part.
Compound | Mtb UGM inh
Cc1ccc(Cc2cnc(NC(=O)C3=NCCN3)s2)cc1 | -1.0
CCOC(=O)c1ccccc1NC(=O)Cc1sc(-c2cccnc2)nc1-c1ccc(C)cc1 | -0.7
COC(=O)N[C@H](CC(C)=O)c1ccccc1 | -2.0
Cc1nnc(C)c2c(C)n(-c3cccc4cccnc34)c(C)c12 | -2.8
Cc1ccccc1C1C(C#N)=C2NC(=O)c3c(sc4c3CCCCC4)N2C2=C1C(=O)CC(C)(C)C2 (centres undefined) | 1.1
O=C(O)c1cc(Cl)c(Cl)cc1C(=O)Nc1cccnc1 | 2.6
Cc1ccc(OC(=O)c2ccc3nc(C)sc3c2)cc1 | -0.3
Cc1nnc(NC(=O)CSc2ccc3nnc(-c4cccnc4)n3n2)s1 | 1.8
N#CCCN(Cc1cccnc1)C(=S)NC(=O)C1CC1 | 0.0
N#Cc1cccc(NC(=O)COC(=O)c2ccc3c(=O)n4c(nc3c2)CCC4)c1 | -1.1
CCOc1ccc(-c2ccc(SCC(=O)N3CCN(c4ccccc4)CC3)nn2)cc1 | 4.3
CCS(=O)(=O)Nc1cccc(-c2ccc3nnc(C)n3n2)c1 | 1.7
Cc1nc2ccc(CN(C)c3ccc(C(=O)N[C@@H](CCC(=O)O)C(=O)O)s3)cc2c(=O)[nH]1 | 0.8
CC(=O)CCCCn1cnc2c1c(=O)n(C)c(=O)n2C | 3.5
Nc1c(C(=O)Nn2cnnc2)cc([N+](=O)[O-])cc1[N+](=O)[O-] | 0.7

# Later entries.
Compound | Mtb UGM inh
N#Cc1nc(-c2ccc(OCc3ccccc3Cl)cc2)oc1NCCCn1ccnc1 | 1.4
Nc1c(O)ccc2c1C(=O)c1ccccc1C2=O | 1.8
Cc1[nH]nc2nc3c(c(OC(=O)c4ccccc4)c12)c(=O)n(C)c(=O)n3C | -0.7
O=C1C=C(NCCN2CCOCC2)C(=O)c2cnccc21 | -1.2
C#CCOCCOCCOCCNc1nc(N2CCN(C(=O)C([C@@H](C)CC)n3cc(C(N)COC(=O)C(F)(F)F)nn3)CC2)nc(N2CCN(C(=O)[C@H](CCC(=O)O)n3cc(C(N)CC(C)C)nn3)CC2)n1 (some centres undefined) | -4.4
Cc1cc(C(=O)NCC23CC4CC(CC(C4)C2)C3)c(C)o1 | 2.6
Cc1sc(CO)c(Sc2ccccc2)c1C(=O)O | -0.3
COCCN1C(=O)c2ccccc2C(C(=O)NCCCN2CCCC2)C1c1c[nH]c2ccccc12 (centres undefined) | -0.6
COc1ccccc1NC(=O)c1c(N=Cc2ccccc2O)cnn1C | -1.0
NC(=O)c1ccc(N=Nc2c(-c3ccccc3)[nH]n(-c3ccccc3)c2=O)cc1 | -3.1
CC12CN(C(=O)c3ccc([N+](=O)[O-])cc3)CC(C)(CN(C(=O)c3ccc([N+](=O)[O-])cc3)C1)C2=O | -0.4
CCOc1ccc(C(=O)Oc2ccc(NC(C)=O)cc2)cc1 | 0.6
CC(Sc1nnc(-c2cccnc2)n1-c1ccccc1F)C(=O)N1CCCc2ccccc21 (centres undefined) | 0.5
Cc1cc(C)nc(OC(=O)c2ccc(Cl)cc2Cl)n1 | -0.1
CC(=O)Nc1cccc(-c2nnc3c4ccccc4c(C)nn23)c1 | 1.5

# (listing goes on)
Compound | Mtb UGM inh
CC(C)NC(=O)c1sc2nc(-c3cccs3)cc(-c3cccs3)c2c1N | 0.5
Cc1ccc(-c2csc3nc(=O)c(C)nn23)cc1 | 1.0
CCCCOC(=O)c1sc2nc(C)cc(C)c2c1N | 0.8
COC(=O)[C@@]1(Cc2ccc(F)cc2)[C@H]2c3cc(C(=O)N(C)C)n(Cc4ccccc4)c3C[C@H]2CN1C(=O)c1ccccc1 | 3.2
NC(CCCCc1ccccc1)c1cccc2ccccc12 (centres undefined) | 2.5
Cc1occc1-c1nnc(SCc2cc(=O)n3cc(Br)ccc3n2)n1C | 0.0
CC(C)c1ccc(C(=O)NNC(=O)C2C3CCC(C3)C2C(=O)O)cc1 (centres undefined) | 0.4
Cc1ccc(-c2nn(-c3ccccc3)cc2C(=O)O)o1 | -0.8
CC(=O)Nc1ccc(N2CCc3c(C)c(C#N)c4nc5ccccc5n4c32)cc1 | 0.2
C=C1c2ccc(C)cc2NC(=O)N1c1ccccc1 | -0.5
Cc1cc(NS(=O)(=O)c2ccc(Nc3nc(-c4sc(NC(=O)c5ccccc5)nc4C)cs3)cc2)no1 | -0.3
Cc1ccc(C)c(Cc2c(C)nc3c(C(=O)NCc4ccc5c(c4)OCO5)cnn3c2C)c1 | 0.8
COC(=O)[C@@]1(Cc2ccccc2)[C@H]2c3cc(C(=O)N4CCCC4)n(Cc4ccsc4Br)c3C[C@H]2CN1C(=O)c1ccccc1 | 1.9
Cc1ccc(-n2c(SC3CCOC3=O)nc3ccccc3c2=O)cc1 (centres undefined) | -1.0
OC[C@@H](O)CCl | -1.2

# Filtered by structure, the compounds so far with bromine (2)
Compound | Mtb UGM inh
Cc1occc1-c1nnc(SCc2cc(=O)n3cc(Br)ccc3n2)n1C | 0.0
COC(=O)[C@@]1(Cc2ccccc2)[C@H]2c3cc(C(=O)N4CCCC4)n(Cc4ccsc4Br)c3C[C@H]2CN1C(=O)c1ccccc1 | 1.9

# An excerpt taken from the entries so far, for reference:
Compound | Mtb UGM inh
Cc1ccc(-n2c(SC3CCOC3=O)nc3ccccc3c2=O)cc1 (centres undefined) | -1.0
OC[C@@H](O)CCl | -1.2

# (next part)
Compound | Mtb UGM inh
COc1ccc(-c2[nH]nc3c2C(c2ccc(OC(=O)N4CCOCC4)cc2)C(C#N)=C(N)O3)cc1 (centres undefined) | -1.6
Fc1ccc(NC(=S)Nc2ccc(Cl)cc2Cl)cc1 | 0.7
C#CCOCCOCCOCCNc1nc(N2CCN(C(=O)[C@H]([C@@H](C)CC)n3cc([C@@H](N)Cc4ccc(O)cc4)nn3)CC2)nc(N2CCN(C(=O)[C@H](Cc3cc4ccccc4[nH]3)n3cc([C@@H](N)C(C)CC)nn3)CC2)n1 (some centres undefined) | 0.4
COc1ccc(-c2csc(NC(=O)COC(=O)c3ccc(Br)o3)n2)cc1 | 0.4
O=C(CSc1nnc(-c2ccncc2)n1CCc1ccccc1)N1CCCC1 | 1.9
COC(=O)c1ccc(/C=N/NC(=O)CCSc2nc3ccccc3s2)cc1 | -1.1
COc1ccc(CC(NC(C)=O)C(=O)NC2CCN(c3nnnn3-c3ccccc3)CC2)cc1OC (centres undefined) | -1.4
O=c1oc2cc([N+](=O)[O-])ccc2nc1/C=C(O)/C=C/c1ccccc1 | 1.9
CN(C(=O)CSc1nc2c(cnn2-c2ccccc2)c(=O)[nH]1)C1CCS(=O)(=O)C1 (centres undefined) | 0.1
O=C(Cn1nc(-c2ccccc2)ccc1=O)Nc1cccc(NC(=O)c2ccccn2)c1 | 0.8
COc1ccc(Nc2nc(CN3CCOCC3)nc3sc4c(c23)CCC(C)C4)cc1OC (centres undefined) | -0.1
O=C1/C(=N/n2cnnc2)c2ccccc2N1Cc1ccccc1 | -3.2
COc1ccccc1NS(=O)(=O)c1cc(NC(=O)C2CC2)ccc1N1CCOCC1 | -1.0
CC(C)CC1NC(=O)c2ccc(Cl)cc2-n2c1nc1ccc(Cl)cc1c2=O (centres undefined) | -0.6
Cc1nn(CC(=O)NCc2ccc(OC(C)C)cc2)c(=O)c2cc3occc3n12 | -2.8

# (cont.)
Compound | Mtb UGM inh
CCOc1ccc2ncc(S(=O)(=O)c3ccccc3)c(N3CCC4(CC3)OCCO4)c2c1 | -1.5
O=C1NC(Cc2ccccc2)c2nc3cc(F)ccc3c(=O)n2-c2ccc(Cl)cc21 (centres undefined) | -3.2
CCOC(=O)CC(NC(=O)Cn1nnc(-c2ccccc2C)n1)c1ccc(OC)cc1 (centres undefined) | -0.9
CC(C)NC(=O)c1ccc(-n2c(=S)[nH]c3ccccc3c2=O)cc1 | 0.9
Cc1nc(NC(=O)c2ccccc2)sc1-c1csc(Nc2cccc(F)c2)n1 | -1.6
COc1cc(OC)c(/C=N/NC(=O)c2ccc(Cn3nc([N+](=O)[O-])cc3C)cc2)c(OC)c1 | -2.5
Nc1c(C(=O)Nc2ccc(Cl)c(Cl)c2)sc2nc(-c3cccnc3)ccc12 | -2.5
COc1ccc(C(=O)CSc2nc3c(c(=O)n(C)c(=O)n3C)n2C)cc1 | 0.8
Cc1ccc(C)c(NC(=O)Cn2c(=O)n(-c3ccc(CC(=O)NCC4CCCO4)cc3)c(=O)c3ccccc32)c1 (centres undefined) | 0.4
C#CCOCCOCCOCCNc1nc(N2CCN(C(=O)[C@H](Cc3cc4ccccc4[nH]3)n3cc([C@@H](N)C(C)CC)nn3)CC2)nc(N2CCN(C(=O)[C@H](CCCCN)n3cc([C@@H](N)CO)nn3)CC2)n1 (some centres undefined) | -0.4
CCn1c(C)nc2cc(C(=O)NNC(=S)Nc3ccccc3OC)ccc21 | 1.3
O=C(Nc1cccc(CCc2ccccn2)c1)c1ccc(Cl)cc1 | -0.2
CC(C(=O)Nc1ccc(S(=O)(=O)N2CCCCC2)cc1)N1CCN(c2ccccn2)CC1 (centres undefined) | 0.3
O=c1cc(-c2ccc(F)cc2F)[nH]c2ccccc12 | -2.6
COC(=O)C/C=C/[C@@H](C)[C@@H](/C=N/O[C@@H](C)c1cn([C@H](CO)Cc2ccccc2)nn1)NS(=O)(=O)c1ccc(C)cc1 | -0.8

# Next results.
Compound | Mtb UGM inh
Cc1ccccc1Cn1c(CN2CCN(c3ccc(F)cc3)CC2)nc2c1c(=O)n(C)c(=O)n2C | 0.1
N#CCOc1ccc2oc(-c3ccco3)cc(=O)c2c1 | -0.3
CC(C)N(C(=O)Cn1cnc2cc([N+](=O)[O-])ccc2c1=O)C(C)C | 0.6
Cc1ccc(NC(=O)CN(C)Cc2c(O)ccc3ccccc23)cc1 | 3.4
COc1ccc(-c2noc(-c3ccc(Cl)cc3)n2)cc1 | -0.3
CN1C(=O)N(C)C2(c3ccccc3)Nn3c(s/c(=C/c4ccccc4F)c3=O)=NC12c1ccccc1 (centres undefined) | -0.8
Cc1ccc(-c2cc(=O)c3cc(Cl)ccc3[nH]2)cc1 | -3.0
CCCCn1c(=O)c(CCC(=O)OCC(=O)Nc2ccc(C)c(Cl)c2)nc2ccccc21 | 0.3
C[C@H](NC(CCc1ccccc1)C(=O)O)C(=O)N1CCC[C@H]1C(=O)O (some centres undefined) | -2.2
COc1ccc(NC(=O)C(=O)N/N=C\c2ccc(CNC(=O)C(=O)Nc3ccc(C)c(C)c3)o2)c(OC)c1 | -0.7
